ALOX12 inh = Primary qHTS assay for inhibitors of human arachidonate 12S-lipoxygenase (ALOX12): Round 2 | AID 1671190, 2021 | purified 12hLO, xylenol orange hydroperoxide absorbance | 580,000 compounds, 1.1% hits | Potency, µM (doses to about 108 µM), without a hit: top-dose activity change, negative = inhibition, most hits filed as inhibitors | Polyunsaturated fatty acid lipoxygenase ALOX12 (Homo sapiens), P18054; active = well fitted inhibition curve with a large enough effect; inconclusive = small, poorly fitted or top-dose-only effect, or another doubt; inactive = no such curve, though single readings can be large or run the other way
Target sequence (P18054 whole entry, looked up): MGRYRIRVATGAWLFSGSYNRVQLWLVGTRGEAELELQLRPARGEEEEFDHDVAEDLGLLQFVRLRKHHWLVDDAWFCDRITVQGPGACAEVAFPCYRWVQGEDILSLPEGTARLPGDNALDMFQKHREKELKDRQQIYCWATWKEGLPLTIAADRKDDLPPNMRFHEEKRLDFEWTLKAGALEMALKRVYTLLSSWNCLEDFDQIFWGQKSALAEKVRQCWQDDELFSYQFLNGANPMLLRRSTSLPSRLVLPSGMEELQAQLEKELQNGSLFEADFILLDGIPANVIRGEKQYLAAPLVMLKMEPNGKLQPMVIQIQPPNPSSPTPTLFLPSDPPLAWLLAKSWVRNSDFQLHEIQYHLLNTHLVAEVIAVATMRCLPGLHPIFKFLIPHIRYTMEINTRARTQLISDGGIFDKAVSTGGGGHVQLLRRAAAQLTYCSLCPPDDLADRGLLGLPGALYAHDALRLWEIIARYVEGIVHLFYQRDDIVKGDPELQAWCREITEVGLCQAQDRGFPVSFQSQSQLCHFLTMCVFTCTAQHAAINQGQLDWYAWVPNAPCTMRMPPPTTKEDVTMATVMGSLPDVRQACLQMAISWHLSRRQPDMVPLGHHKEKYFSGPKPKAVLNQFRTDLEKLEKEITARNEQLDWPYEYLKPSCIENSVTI
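Purified human 12hLO (150 nM final) in 25 mM Hepes, 0.01% Triton X-100, pH 7.0 was preincubated 15 min at room temperature with compound. Then 40 uM arachidonic acid was added, 30 min. Hydroperoxide was read by Fe-XO absorbance ratio 573/405 nm.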
Starred values were filed as active, the others as inactive; u = inconclusive; [ ] = dose if it differs, or a comment. % is set by controls: 0 for no effect and ±100 for the full control effect; potency is the fitted concentration of half-maximal effect.

SMILES	ALOX12 inh
Cc1cccc(N2CC(C(=O)N(C)Cc3cnn(C)c3)CC2=O)c1C (stereo unspecified)	56%[activator]
COCCN1CCCN(C(=O)c2cccc(OC)c2)c2ccccc21	u
O=C(NCc1ccc(C(F)(F)F)cc1F)[C@H]1CCC[C@@H](O)C1	42%[activator]
CCN(CC)S(=O)(=O)c1ccc2c(c1)nc(SCC(=O)Nc1ccc(F)cc1)n2CC	-10%
Cc1nc(C(C)C)ncc1C(=O)N1CCC2(CCCN(C)C2=O)C1 (stereo unspecified)	31%[activator]
O=C(c1ccco1)N1CCC(C(=O)N2CCCC2)CC1	u
CCOCCOC(=O)c1nc2ccccc2nc1NCCc1ccc(OC)c(OC)c1	-13%
O=C(Oc1ccc2c(=O)c(-c3ccc(Cl)cc3)coc2c1)C1CC1	1%
CN1CCCC(CN(C)C(=O)c2cc(-c3cnn(CCO)c3)nc3ccccc23)C1 (stereo unspecified)	13%
Cn1ncc(C(=O)NCc2ccncc2)c1-n1cccc1	-7%
Cc1cc(C)cc(NC(=O)C2CCN(c3cc(C(F)(F)F)nc(C)n3)CC2)c1	4%
COCCNC(=O)CCc1c(C)nn(-c2ccccc2)c1Oc1ccc(F)cc1F	u
COc1ncccc1-c1cc2c(ccn2CC2CCN(C)CC2)c(N2CCOCC2)n1	62%[activator][176 µM]
COc1ccc(S(=O)(=O)Nc2nc3ccccc3nc2NCc2ccccc2Cl)cc1	0%
CCOc1ccccc1C(=O)N1CCN(c2cc(-c3ccc(Cl)cc3)[nH]n2)CC1	30%
Cc1nc(NC(=O)C(C)Sc2nnc(-c3ccccc3F)n2CC(C)C)sc1C (stereo unspecified)	35%[activator]
C#CCNC(=O)c1nc(-c2ccc(Cl)nc2)c2cnccn12	2%[12.5 µM]
CCN(CC)S(=O)(=O)c1ccc(F)c(C(=O)NCC2COc3ccccc3O2)c1 (stereo unspecified)	-2%
CCOC(=O)c1cc2cc(OC)ccc2n1C1CCN(C)CC1	u
C=CCN(C)CC[C@@H]1CC[C@H](O)[C@@H](C(=O)NC2CC2)O1	13%[176 µM]
N#C/C(=C\c1ccc(-c2cccc(C(=O)O)c2)o1)C(=O)N1CCOCC1	u
O=C(NCc1ccccc1)[C@H]1CCCN1C(=O)[C@H]1CCCN1C(=O)c1ccccc1C(F)(F)F	-4%
CCN1CCCC1CNC(=O)CSCc1cccc(C)c1 (stereo unspecified)	13%
Cc1ccc(-n2cccc2CC(=O)NC2CCCCC2)cc1	2%
O=C(c1ccc(Br)o1)N1CCCN(c2cc(-c3ccc(F)cc3)[nH]n2)CC1	38%[activator]

Not a retest: 6 of the compounds above.
SMILES	ALOX12 inh
C=CCN(C)CC[C@@H]1CC[C@H](O)[C@@H](C(=O)NC2CC2)O1	13%[176 µM]
N#C/C(=C\c1ccc(-c2cccc(C(=O)O)c2)o1)C(=O)N1CCOCC1	u
O=C(NCc1ccccc1)[C@H]1CCCN1C(=O)[C@H]1CCCN1C(=O)c1ccccc1C(F)(F)F	-4%
CCN1CCCC1CNC(=O)CSCc1cccc(C)c1 (stereo unspecified)	13%
Cc1ccc(-n2cccc2CC(=O)NC2CCCCC2)cc1	2%
O=C(c1ccc(Br)o1)N1CCCN(c2cc(-c3ccc(F)cc3)[nH]n2)CC1	38%[activator]

New compounds follow:
SMILES	ALOX12 inh
O=C(c1ccccc1)N1CCC2(C1)C(=NC1CCCCC1)NC(=O)N2c1cccnc1 (stereo unspecified)	5%[6.33 µM]
O=S(=O)(c1cccs1)N1CCC[C@@H]1c1noc2ccccc12	-2%
COc1ccc(CCN2C(=O)O[C@@H]3CN(C(=O)CN)C[C@@H]32)cc1	17%
COc1cccc(C(=O)N2CCC(N(C3CCOCC3)S(C)(=O)=O)CC2)c1	4%
CC1(C)[C@H](Cc2cc(-c3ccccc3)on2)C[C@@H]1NS(=O)(=O)c1ccccc1	u
CCCn1cnc2nc(CSc3ccccc3NC(=O)COc3cccc(F)c3)cc(=O)n21	-14%
CN(Cc1cnccn1)C(=O)c1sc2cccc(F)c2c1Cl	30%[activator]
COc1cc(NC(=O)Cn2c(N3CCC(C)CC3)nc(C)cc2=O)cc(OC)c1	-12%
O=C(NCC#Cc1ccccc1)c1cccc2cccnc12	64%[activator]
C[C@H]1COc2cccc(NCCO)c2S(=O)(=O)N1	-12%
O=C(Nc1ccc(F)c(F)c1)c1nc2ccccc2nc1N1CCOCC1	-47%
O=C1OC[C@@H]2CCN(C3CCCC3)Cc3ccc(F)cc3N12	20%[176 µM]
CC(C)C(=O)N1CCCCCCN(C)C(=O)[C@@H]2CCC[C@@H]21	60%[activator]
CCCCn1nc(C(=O)Nc2ccc(OC)c(Cl)c2)c2ccccc2c1=O	-3%
O=C(NCc1ccccn1)c1c(OCC2CC2)cc(=O)n2c1CCCCC2	77%[activator]
N#CCCN(C(=O)COc1ncnc2sc3c(c12)CCCC3)c1ccccc1	u
CCOC(=O)C(C)Oc1cccn2c(=O)c(-c3cc(C)n(-c4ccc(Cl)cc4)n3)c(C)nc12 (stereo unspecified)	-19%
CCN(CC)C(CN)c1ccco1 (stereo unspecified)	-2%
CNC(=O)[C@@H](Cc1ccccc1)N1CCC[C@H]1C(=O)NCCN(C)C	71%[activator][176 µM]
CNc1oc(/C=C/c2ccc(OC)c(OC)c2)nc1C#N	u
O=C(c1cc(-c2ccccc2F)cc2c1OCCN2Cc1cccnc1)N1CC(O)C1	5%[176 µM]
CCOC(=O)C1C(=O)C=C(c2ccc(F)cc2)CC1c1ccc(CC)cc1 (stereo unspecified)	u
Cc1cccc(CNC(C)CN2CCCCC2)c1 (stereo unspecified)	u
CC(C)(C)CC(=O)N1CCC(N2C(=O)C(O)C23CCCCC3)CC1 (stereo unspecified)	42%[activator]
O=C(COc1ccc2ccc(=O)oc2c1)NCCc1ccc(OC(F)F)cc1	-1%
Following part
SMILES	ALOX12 inh
Cc1cccc2c1N(C(=O)c1cccc3ncccc13)CCC2	25%
COc1ccc(COc2ccc(C#N)cc2Cl)cc1F	-13%
COc1ccc(NC(=O)N2CC[C@@]3(CCCN(S(C)(=O)=O)C3)C2)cc1	2%[57.4 µM]
N#CCC(=O)Nc1ccc(C(=O)OCc2cccc(Cl)c2)cc1	u
CCOC(=O)c1cccn1C1C(=O)N(Cc2ccc(Cl)nc2)c2ccc(F)cc21 (stereo unspecified)	-4%
O=C(C1CCCC1)N1CC2(CCN(Cc3cccnc3)C2)Cc2ccccc21 (stereo unspecified)	6%[6.33 µM]
Cn1c(-c2ccccc2)nc2cnc(Nc3cccc(OC(F)(F)F)c3)cc21	-5%
N#CCCn1c(=O)cnc2cnc(Nc3ccccc3)nc21	103%[activator]
CC1(C)[C@H](Cc2cc(COc3ccccc3)on2)C[C@@H]1NC(=O)NCc1ccccc1	-14%[176 µM]
CCn1cc(CN2CCCN(S(=O)(=O)c3ccccc3)CCC(=O)NCC2)c(C)n1	31%[activator]
N#Cc1cccc(C(=O)N2CCC3(CC2)NC(=O)N(Cc2ccc(Cl)cc2)C3=O)c1	u
O=C1Nc2ccccc2CC12CCN2Cc1ccccc1 (stereo unspecified)	-1%[176 µM]
CCCNC(=O)C(NC(=O)c1ccccc1C)C1CCN(C(=O)c2ccco2)CC1 (stereo unspecified)	24%
N#Cc1cccc(NC(=O)c2cccc(CN3CCN(CCO)CC3)c2)c1	18%
COc1ccc(C(=O)Nc2c(N3CCCC3)c3ccccc3oc2=O)cc1	10%
COc1cccc(Nc2nc3ccccc3nc2NS(=O)(=O)c2cccc3nsnc23)c1	-15%
Cc1nc(S(=O)(=O)N2CCC(C(=O)N3CCN(c4ccccc4)CC3)CC2)cn1C	-6%
Cc1ccc(CNC(=S)NCc2ccc(F)cc2)cc1	u
Cc1nc(C)c(C(=O)N2CCc3onc(-c4cccc(F)c4)c3C2)s1	67%[activator]
CCCc1cc(C(=O)N[C@@H]2COCC[C@H]2Oc2ccc(C(=O)O)cc2)n[nH]1	5%
CCc1nnc([C@@H]2CC(F)(F)CN2C(=O)COc2ccccc2)o1	40%[activator]
CCOC(=O)c1oc2cc(OC(=O)c3ccccc3OC)ccc2c(=O)c1-c1ccc(OC)cc1	-1%
COc1ccccc1C(=O)N1CCC2(CC1)CC(=O)c1ccccc1O2	48%[activator][176 µM]
Cc1cc(C(=O)NCC2CCC3(CCN(Cc4cc(F)ccc4F)CC3)O2)n(C)n1 (stereo unspecified)	21%
Cc1ccc(NC(=O)N2CC(c3nnc(-c4ccncc4)o3)C3(CCOCC3)C2)cc1C (stereo unspecified)	-4%

Looked up one by one from the entries so far, 6 records:
SMILES	ALOX12 inh
N#Cc1cccc(NC(=O)c2cccc(CN3CCN(CCO)CC3)c2)c1	18%
COc1cccc(Nc2nc3ccccc3nc2NS(=O)(=O)c2cccc3nsnc23)c1	-15%
Cc1nc(C)c(C(=O)N2CCc3onc(-c4cccc(F)c4)c3C2)s1	67%[activator]
CCCNC(=O)C(NC(=O)c1ccccc1C)C1CCN(C(=O)c2ccco2)CC1 (stereo unspecified)	24%
Cc1nc(S(=O)(=O)N2CCC(C(=O)N3CCN(c4ccccc4)CC3)CC2)cn1C	-6%
Cc1ccc(CNC(=S)NCc2ccc(F)cc2)cc1	u

2 entries from above, with bars between the fields.
Molecule | ALOX12 inh
CCn1cc(CN2CCCN(S(=O)(=O)c3ccccc3)CCC(=O)NCC2)c(C)n1 | 31%[activator]
Cc1ccc(NC(=O)N2CC(c3nnc(-c4ccncc4)o3)C3(CCOCC3)C2)cc1C (stereo unspecified) | -4%

Following part:
SMILES	ALOX12 inh
CC(=O)Oc1ccccc1C(=O)Nc1ccc2c(c1)CN(CCc1ccc(F)cc1)C(=O)C(C)O2 (stereo unspecified)	-7%
Cc1cc(NC(=O)CSc2ncc(-c3ccc(Cl)cc3)o2)ccc1F	-17%
COc1ccccc1CCNC(=O)C1CC(=O)N(c2n[nH]c3cccc(F)c23)C1 (stereo unspecified)	29%
COc1ccc(Nc2nc(N3CCCC3)c3nccnc3n2)c(OC)c1	2%
O=C(Nc1ccc(-c2ccccc2)cc1)c1ccccc1F	-93%
COC(=O)c1cn([C@H]2CO[C@H]3[C@@H]2OC[C@H]3OC(=O)Nc2ccc(C(C)(C)C)cc2)nn1	-21%[176 µM]
O=C(Cc1cccs1)NCC12CC3CC(CC(C3)C1)C2	u
O=S(=O)(c1ccccc1)N1CCC2(CCCN(c3ccccn3)C2)CC1	-6%[57.4 µM]
Cn1cccc1CN1CCCC2(CC(c3cccc(C(F)(F)F)c3)=NO2)C1 (stereo unspecified)	1%
CC(C)c1ccc(/C=N/O)cc1	u
Cc1cnc(C2CC2)n1C1CCN(C(=O)NC(C)C)CC1	37%[activator]
S=C(NCc1ccccc1)N/N=C/c1c2ccccc2c(Cl)c2ccccc12	18µM*
O=C(Nc1ccccc1)N1CCC(N2CC3CCCN3C2=O)CC1 (stereo unspecified)	19%[176 µM]
Cn1cc(-c2cn[nH]c2)c2nc(COc3ccccc3)cn2c1=O	65%[activator][176 µM]
Cc1cn2nc(C(=O)NCc3ccccc3)cc2c(=O)[nH]1	u
Cc1ccsc1CN(C)C(=O)C1C2C(=O)N(c3ccc(F)cc3)C[C@@]23C=C[C@@H]1O3 (stereo partly specified)	1%
Cc1nc(C(=O)N2CCC(c3nnc(CN4CCCC4)n3C)CC2)cs1	1%
O=C(O)CCC(=O)N[C@H]1CCN2C(=O)c3cc(-c4ccc5c(c4)OCO5)ccc3NC(=O)[C@H]12	-7%
CCc1nc(SCC(=O)Nc2ccc(Br)cc2)c2c3c(sc2n1)COC(C)(C)C3	-6%
COC(=O)C1=CN(c2ccc3c(c2)OCO3)C(N)=C(C#N)C1c1ccccc1 (stereo unspecified)	u
C[C@@H]1CN(C2CCN(Cc3cnn(C)c3C3CC3)CC2)C[C@H](C)O1	9%
CC(=O)Nc1ccc(NC(=O)Cn2ccn3nc(-c4ccc(F)cc4)c(CO)c3c2=O)cc1	u
COCC(=O)N(C1CCOCC1)C1CCN(C(=O)Cc2cccnc2)CC1	-7%
Cc1ccc(CNC(=O)c2ccc3c(c2)CN(CCCc2ccc(C)o2)CCO3)cc1	-16%
O=C1CCN(C(=O)C2CCN(S(=O)(=O)c3ccc4c(c3)CCC4)CC2)CCCCCCN1	31%[activator]

Grouped by structure: those above with a tert-butyl group.
SMILES	ALOX12 inh
CC(C)(C)CC(=O)N1CCC(N2C(=O)C(O)C23CCCCC3)CC1 (stereo unspecified)	42%[activator]
COC(=O)c1cn([C@H]2CO[C@H]3[C@@H]2OC[C@H]3OC(=O)Nc2ccc(C(C)(C)C)cc2)nn1	-21%[176 µM]

(list continues)
SMILES	ALOX12 inh
COCCNC(=O)NC[C@H]1O[C@@H]2C[C@@H](CC(=O)N3CCOCC3)O[C@@H]2[C@@H]1O	11%[176 µM]
NC(=O)[C@@H]1CCCN1C(=O)CCN1Cc2ccccc2OC(c2ccccc2F)C1 (stereo partly specified)	0%
CN(C)C(=O)N1CCC2(CC1)CN(C(=O)Cc1cccc(O)c1)Cc1ccccc1O2	8%[6.33 µM]
CC(=O)NC(Cc1c[nH]c2ccccc12)C(=O)NC1CCCCC1 (stereo unspecified)	-3%
CCOc1ccc(NC(=O)C(Sc2ccccc2)c2ccccc2)cc1 (stereo unspecified)	-5%
COC(=O)c1cc2n(n1)CCCN(C(=O)CCn1cnnn1)C2	20%
O=C(Nc1ccc(F)cc1F)c1cc(C2CC2)nn1-c1ccccc1	u
COc1ccccc1-c1noc(CSc2nc(C)c(C)n2C2CCCCC2)n1	-28%
Cc1cc(C(=O)Nc2ccc([C@@H](O)[C@H]3COCC(=O)N3CC(C)C)cc2)n(C)n1	17%[176 µM]
COc1ccc(CN2C[C@@H](CO)[C@H](c3ccncc3)C2)c(OC)c1	60%[activator]
O=C1COCc2cc(-c3cccnc3)ccc2N1Cc1ccc2c(c1)OCO2	-25%
O=C(NC1CCN(c2cc(-c3cccs3)[nH]n2)C1)c1cc(F)ccc1Cl (stereo unspecified)	47%[activator]
CC(NC(=O)c1cncc(Br)c1)C12CC3CC(CC(C3)C1)C2 (stereo unspecified)	-2%

The list is partial. The share of hits here may be higher or lower than overall.
